Rtt109 HAT inh = blocks Candida albicans Rtt109/Vps75 acetyltransferase activity; inhibition, % at 34.9 µM; purified Rtt109/Vps75, ThioGlo CoA-SH fluorescence, 4 h; 330,000 compounds, 0.16% hits; Q5AAJ8;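 active = inhibition of at least 50% in every replicate; inconclusive = best replicate reaches 50% inhibition but some replicates fall short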
Target sequence (Q5AAJ8 whole entry, looked up): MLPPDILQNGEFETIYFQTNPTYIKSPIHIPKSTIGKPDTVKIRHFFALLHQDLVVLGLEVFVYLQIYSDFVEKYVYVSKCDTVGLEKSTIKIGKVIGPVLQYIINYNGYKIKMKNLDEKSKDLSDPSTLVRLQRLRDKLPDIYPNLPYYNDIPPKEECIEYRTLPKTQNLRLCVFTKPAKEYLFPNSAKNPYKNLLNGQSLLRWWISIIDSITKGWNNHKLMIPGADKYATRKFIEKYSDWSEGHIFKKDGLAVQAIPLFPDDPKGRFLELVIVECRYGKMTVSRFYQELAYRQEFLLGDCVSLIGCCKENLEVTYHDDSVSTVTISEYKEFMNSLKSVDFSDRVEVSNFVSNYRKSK
Tat transport = blocks Tat-dependent protein export in E. coli; E. coli MC4100 TorA-mCherry Tat export, fluorescence; 340,000 compounds, 0.036% hits; inhibition, % at 10 µM;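 active = mean replicate inhibition at least 50% and at least half of replicates individually reaching 50%; inconclusive = only one of the two criteria met; inactive = neither criterion met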;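 also: exported cargo escapes ClpAP degradation while cytoplasmic cargo is degraded and loses fluorescence; 0% = median of neutral control wells and 100% = median of NaSCN control wells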
Wnt bcat act = activates Wnt/beta-catenin signaling in a reporter cell assay | activator, plate reader | activation, % at 9.35 µM | 300,000 compounds, 1.2% hits; in the data active = activation above about 30%, passing the limit was not always enough; inconclusive = no clear call, values can overlap the other calls;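 also: 0% = neutral control wells and 100% = positive control wells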
CAL PDZ FP = human CAL PDZ-peptide interaction inhibition; Q9HD26; purified CAL PDZ, TMR-peptide fluorescence polarization, 1 h; inhibition, % at 20 µM; 330,000 compounds, 0.02% hits;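 active = highest replicate inhibition of at least 40%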;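 also: plate controls were DMSO neutral control wells for no effect and unlabeled competitor peptide control wells for full effect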
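Material: tagged CAL PDZ domain; buffer or medium: 25 mM sodium phosphate pH 7.4, 150 mM NaCl, TCEP, IgG, Thesit; compound dosing: single point, 20 µM; schedule: 1 h incubation at room temperature before polarization reading; measured by: FP readout, S and P plane fluorescence; read-out basis: percent inhibition from loss of millipolarization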
AddAB inh = less growth of phage-infected E. coli with AddAB | E. coli expressing H. pylori AddAB, absorbance growth | inhibition, % at 11.9 µM | 330,000 compounds, 0.29% hits; in the data active = inhibition above about 12%;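 also: 0% = vehicle wells of infected cells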
PvdQ inh = blocks Pseudomonas aeruginosa PvdQ acylase activity | purified PvdQ acylase, fluorescence plate reader | inhibition, % at 10 µM | 340,000 compounds, 0.063% hits | AID 488965; in the data active = inhibition above about 30%, passing the limit was not always enough; inconclusive = no clear call, values can overlap the other calls;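 also: 0% = vehicle neutral wells and 100% = reference inhibitor wells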
phage Ecoli inh = E. coli growth loss with phage present | AID 651602 | growth absorbance | inhibition, % at 11.9 µM | 360,000 compounds, 0.26% hits; in the data active = inhibition above about 11%
DAGLB inhibitor = blocks human DAGLB lipase activity | Q8NCG7 | 340,000 compounds, 0.059% hits | HEK293T DAGLB membrane lysate, EnzChek fluorogenic substrate | inhibition, % at 5.17 µM; in the data active = inhibition above about 34%;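 also: 0% = enzyme with vehicle and 100% = wells lacking enzyme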
Target sequence (Q8NCG7 whole entry, looked up): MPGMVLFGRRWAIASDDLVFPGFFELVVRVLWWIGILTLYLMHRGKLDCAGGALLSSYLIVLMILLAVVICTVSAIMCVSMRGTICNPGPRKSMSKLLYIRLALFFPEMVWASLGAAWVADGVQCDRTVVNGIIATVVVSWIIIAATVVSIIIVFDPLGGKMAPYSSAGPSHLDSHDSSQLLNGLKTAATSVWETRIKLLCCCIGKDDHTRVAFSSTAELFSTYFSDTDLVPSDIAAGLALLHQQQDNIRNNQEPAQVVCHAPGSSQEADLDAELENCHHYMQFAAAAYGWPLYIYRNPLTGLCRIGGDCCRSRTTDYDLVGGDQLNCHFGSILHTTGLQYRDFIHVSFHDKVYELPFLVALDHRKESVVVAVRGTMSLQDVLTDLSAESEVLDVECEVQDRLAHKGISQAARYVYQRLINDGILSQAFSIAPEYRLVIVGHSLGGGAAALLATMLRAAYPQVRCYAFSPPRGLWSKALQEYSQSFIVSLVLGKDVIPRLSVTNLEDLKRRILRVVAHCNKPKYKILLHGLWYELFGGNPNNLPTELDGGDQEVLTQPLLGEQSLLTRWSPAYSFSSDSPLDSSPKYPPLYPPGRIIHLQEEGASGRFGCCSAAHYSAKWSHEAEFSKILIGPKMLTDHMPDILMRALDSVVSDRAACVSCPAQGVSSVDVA
PfHsp90 yeast 2 = reduces growth (ATP signal) of yeast expressing P. falciparum Hsp90. S. cerevisiae expressing PfHsp90, BacTiter-Glo ATP, 48 h; yeast lacking PDR1 and PDR3 efflux regulators. AID 504621. 310,000 compounds, 0.32% hits. inhibition, % at 9.4 µM;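 active = every replicate shows inhibition above about 80%, whatever the replicate mean, limit read from the data; inconclusive = mean inhibition reaches the set limit but some replicate falls short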;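 also: 0% = DMSO neutral controls and 100% = 20 µM radicicol positive controls; yeast relying on Plasmodium falciparum Hsp90 in place of its own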
E coli growth = counter-screen for AddAB inhibitors: E. coli growth inhibition; inhibition, % at 11.9 µM; 330,000 compounds, 0.27% hits; E. coli V3065 growth, OD600 absorbance, 18 h; AID 449728;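 active = inhibition above the campaign's mean inhibition across all tested compounds plus 3 SD, cut at about 9.9% in these data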;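 also: uninfected addAB+ strain grown without phage in ampicillin broth; 0% = DMSO wells and 100% = ciprofloxacin 0.95 µg/ml wells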
* marks the source's active call; other numbers are inactive results; ? = inconclusive; / = not tested or not shown.

SMILES	Rtt109 HAT inh	Tat transport	Wnt bcat act	CAL PDZ FP	AddAB inh	PvdQ inh	phage Ecoli inh	DAGLB inhibitor	PfHsp90 yeast 2	E coli growth
COC(=O)NNC(=O)COc1cc(C)c(Br)cc1C(C)C	2	2	-7	0.2	1.5	-12	-0.5	-3	16	-0.7
COc1ccc(/C=C(\C#N)C(=O)NCc2cccs2)cc1OC	-1	3	/	-1.3	1.5	-8	2.7	-1	-34	-1.4
C/C(=N\Nc1cccc([N+](=O)[O-])c1)c1ccccc1O	-7	5	5	0.1	1.5	0	3.1	5	-14	0.7
Cc1cccn2c(=O)c3cc(C#N)c(=NC(=O)c4cccs4)n(CCCOC(C)C)c3nc12	-112	-3	-2	-1.9	1.1	-20	2.5	1	-52	1.1
Cc1ccccc1OCC(=O)N/N=C/C=C/c1ccccc1	0	-1	?	0.0	3.5	-16	2.9	-1	27	0.6
O=C(C1=C[C@@H](c2ccc3c(c2)OCO3)C[C@@H](OCCCCO)O1)N1CCN(Cc2ccc3c(c2)OCO3)CC1	14	18	-1	-1.0	1.1	4	1.9	-1	7	0.0
O=C(CSc1nnc(CSc2nc3ccccc3s2)o1)NC1CCCCC1	1	3	/	-1.1	-2.9	-8	1.3	2	0	-3.2
O=c1cnn([C@@H]2O[C@H](CO)[C@@H](O)[C@H]2O)c(=O)[nH]1	6	3	/	-0.8	0.6	-12	/	1	28	-1.0
O=C(Cc1ccc(-n2c(=O)[nH]c3ccsc3c2=O)cc1)NCc1cccnc1	2	-1	-1	-0.4	3.9	-10	4.2	-2	-2	0.8
Cc1ccc(C)c(N2CCN(C(=O)CCc3nc(-c4cccc(C(F)(F)F)c4)no3)CC2)c1	7	4	2	-0.7	-0.6	-4	3.8	-12	-2	-1.1
CCOc1cc(/C=C/C(=O)OCC(=O)NCc2ccco2)cc(Cl)c1OC	8	11	0	-2.8	1.2	11	-1.4	-3	/	2.9
CN(C)S(=O)(=O)c1cccc(NC(=O)COC(=O)/C=C/c2ccc(Br)o2)c1	5	7	-4	-0.6	0.1	-6	-1.9	-1	2	0.3
O=C(CSC1CC(=O)N(CC(c2ccccc2)c2ccccc2)C1=O)Nc1ccc(Cl)cc1 (stereo unspecified)	-5	9	-4	/	1.3	-10	-1.5	-13	/	-1.1
CC(C)CN(C(=O)COc1ccc(Br)cc1C=O)C1CCS(=O)(=O)C1 (stereo unspecified)	/	-11	-2	-0.9	-1.0	-8	1.7	0	15	-0.6
CCOc1ccc(N(C(=O)CNC(=O)c2ccco2)C(C(=O)NCC2CCCO2)c2ccccc2)cc1 (stereo unspecified)	10	5	0	-2.4	1.6	5	-1.4	-3	14	3.5
COc1cc(/C=C/c2ccc(O)cc2)cc(OC)c1	-3	4	2	-0.7	2.5	-4	1.4	-2	21	-3.5
CCCCN(C(=O)CNC(=O)c1cccs1)C(C(=O)NC1CCCCC1)c1cccnc1 (stereo unspecified)	0	-4	/	-2.0	1.4	-12	0.6	0	8	0.3
COC(=O)Cc1ccc(OC(=O)CCS(=O)(=O)c2ccc(C)cc2)cc1	-2	3	0	-2.1	0.5	-17	-0.2	-1	-24	-0.8
CC(=O)Nc1nnc(SCC(=O)NCCOc2ccccc2)s1	-4	4	/	-0.2	1.9	-1	1.0	0	7	1.2
COc1cccc(NC(=O)CN(C)C(=O)c2ccc3ccccc3c2)c1	-11	-11	/	-1.2	2.5	-10	0.5	-4	/	-0.7
Cn1c(-c2ccccc2)cnc1NCc1ccccc1	0	-4	-4	-0.4	3.0	0	3.7	-2	1	-0.3
Cc1ccccc1NS(=O)(=O)c1ccc(NC(=O)CSCc2ccc(Br)cc2)cc1	2	11	/	-2.5	2.1	-13	-1.5	-14	-23	-0.1
NCC12CC3CC(C1)CC(CN)(C3)C2	5	7	1	0.0	0.2	-8	2.5	1	31	-3.0
O=C1CC(c2c(F)cccc2Cl)C(n2cncn2)C(O)=C1C1NCCc2ccccc21 (stereo unspecified)	3	-3	-1	0.1	4.0	-11	4.3	1	-8	-0.1
COc1ccc(N2CCN(S(=O)(=O)c3c(C)noc3/C=C/N(C)C)CC2)cc1	-7	-2	-2	-2.1	3.2	-4	2.4	5	10	-0.3
Next section
SMILES	Rtt109 HAT inh	Tat transport	Wnt bcat act	CAL PDZ FP	AddAB inh	PvdQ inh	phage Ecoli inh	DAGLB inhibitor	PfHsp90 yeast 2	E coli growth
CC(C)N1CCC(N2CCN(Cc3ccc(Oc4ncccn4)cc3)CC2CCO)CC1 (stereo unspecified)	-4	11	4	-0.7	1.1	-4	3.1	3	18	-0.8
Fc1ccc(NC(=S)Nc2ccc(F)c(Cl)c2)cc1Cl	-5	-9	0	-2.2	1.9	-11	/	-3	-15	0.0
Cc1cc(C(=O)CSc2nnc(Cc3ccccc3)o2)c(C)n1Cc1ccc2c(c1)OCO2	7	6	1	0.6	-0.5	-10	1.5	-6	20	-3.6
O=C(Cc1cccs1)NCc1ccccc1F	-7	6	4	-1.3	-2.9	-11	4.4	-4	4	-0.5
N#CCc1ccc(NC(=O)Cn2c(=O)oc3ccccc32)cc1	-7	-6	-2	/	3.3	5	-1.0	-2	5	-1.9
O=C(OC1CCOC1=O)c1cc(S(=O)(=O)N2CCOCC2)c(Cl)cc1Cl (stereo unspecified)	2	8	-1	-0.7	0.3	-1	3.5	-1	/	0.3
COC(=O)c1ccccc1NC(=O)Cn1c(CCC(=O)O)ccc1-c1cccs1	0	1	/	-1.1	0.6	-9	3.1	3	-14	-0.7
Cc1cc(OCC(=O)OCC(=O)NC2CCCCCC2)ccc1Cl	-4	1	1	0.5	1.0	-13	2.8	-2	/	-1.1
CCOc1ccc(CNC(=O)C2CCN(C(=O)N3CC(C)Oc4ccccc43)CC2)cc1 (stereo unspecified)	-4	-1	-5	0.0	-1.9	-13	3.0	1	-26	-1.8
COc1cc(NC(=O)CN2C(=O)NC(C)(c3ccc4ccccc4c3)C2=O)c(C)cc1[N+](=O)[O-] (stereo unspecified)	-1	-8	-4	-0.8	4.5	-17	2.0	0	20	0.8
COc1cccc(-n2nnc3c(=O)n(Cc4cccc(F)c4)cnc32)c1	0	0	-6	-2.9	2.1	-4	2.8	-6	-20	1.2
O=C(NCc1cccs1)c1cc(S(=O)(=O)N2CCCCC2)ccc1Cl	6	-2	-3	0.7	2.0	10	1.1	-2	-16	-1.1
O=C(NCc1ccccc1CN1CCCC1)c1cc2ccccc2o1	3	-3	1	-2.1	2.4	15	3.2	-2	-11	-0.9
O=C(Cn1cnc([N+](=O)[O-])c1)NCc1ccc(F)cc1	3	-5	/	-1.3	-1.3	12	0.5	-1	0	-2.2
C/C(=C\C(=O)N1CCc2ccccc21)C(=O)O	1	17	1	-0.2	1.1	-10	0.1	0	/	-1.3
COC(=O)CCc1sc(Nc2ccccc2)nc1-c1ccc(OC)cc1	1	7	42*	-1.6	0.0	12	0.9	-1	-13	-0.9
O=C1[C@@H]2[C@H]3CC[C@H](C3)[C@@H]2C(=O)N1O	4	-4	1	0.0	1.3	-13	2.8	3	-8	3.2
COC(=O)C1=C(O)C2(C(=O)O)CC(C(=O)OC)=C(O)C(C(=O)O)(C1)C2	0	0	-1	0.0	-0.2	-11	2.7	-1	7	-3.1
CCCCn1c(=O)[nH]c2nc3cc(N)ccc3nc2c1=O	-6	-1	0	-0.7	5.0	-8	2.2	-90	8	1.5
Cc1ccccc1OCC(=O)N/N=C/c1sc(=O)n(Cc2cccc(C(=O)O)c2)c1Cl	1	-1	1	-1.9	-1.4	-10	-2.5	2	-1	-2.3
O=C(COC(=O)CN1C(=O)c2ccccc2C1=O)Nc1ccccc1[N+](=O)[O-]	3	-8	3	-1.1	0.1	-8	-0.9	2	0	3.0
CS(=O)(=O)c1ccc(NC(=O)c2ccccc2-n2cnnn2)cc1	1	-1	-1	-0.3	0.3	-4	3.5	-4	-6	1.4
CCC1(c2ccccc2)C(=O)NCNC1=O	5	3	-2	0.7	0.9	-2	3.6	2	1	3.4
COc1cccc(CNC(=O)c2cc(S(=O)(=O)N3CCOCC3)cn2C)c1	25	-1	1	-1.3	2.2	14	-0.2	-1	-20	0.1
O=C(Nc1c2c(nn1-c1ccc(F)cc1)CS(=O)(=O)C2)c1ccc2c(c1)OCO2	1	-1	0	1.2	0.2	-10	2.8	1	29	0.9
Other structures follow.
SMILES	Rtt109 HAT inh	Tat transport	Wnt bcat act	CAL PDZ FP	AddAB inh	PvdQ inh	phage Ecoli inh	DAGLB inhibitor	PfHsp90 yeast 2	E coli growth
CC1(C)CC[C@]2(CO)CC[C@]3(C)C(=CCC4[C@@]5(C)CC[C@H](O)[C@@](C)(CO)C5CC[C@]43C)[C@@H]2C1 (stereo partly specified)	-12	-3	-3	-0.9	0.7	2	0.8	-2	-1	0.2
CCCCOc1ccc(/C=N/NC(=O)c2nnn(-c3nonc3N)c2C)cc1	-9	-1	0	-2.4	2.9	-16	0.3	1	-2	1.2
CCOc1ccc(N2C(=O)C3CCCN3C2=S)cc1 (stereo unspecified)	-5	8	-3	-0.9	2.2	9	-1.6	-2	7	1.9
COc1ccc(/C=C2\SC(=O)N(CC(=O)NNC(=O)c3ccccc3O)C2=O)cc1	2	0	-4	-0.6	17*	-2	15*	6	4	10*
NC(=O)[C@H]1CC2(CC(c3cccc(NC(=O)COc4ccc(Cl)cc4)c3)=NO2)CN1C(=O)c1ccc(Cl)cc1 (stereo partly specified)	-7	-3	1	-0.9	2.3	2	0.8	3	/	0.7
Cc1ccc(C(=O)OCC(=O)NC2CCS(=O)(=O)C2)c(C)c1 (stereo unspecified)	-3	-9	7	-1.1	0.5	0	4.2	-3	3	2.6
COCC(=O)Nc1ccc(-c2cn3cccnc3n2)cc1	-2	-4	1	-1.1	1.5	-26	0.7	-7	/	0.2
Cn1c(CCCOc2ccc(Cl)cc2Cl)nnc1SCC(=O)Nc1nccs1	-8	2	/	-2.6	3.3	-16	1.9	-3	0	-0.3
NC(=O)CN1C(=O)C(=O)N(Cc2cccc(C(F)(F)F)c2)C1=O	-15	-3	-3	0.1	-0.1	-11	0.0	-3	-2	-0.2
CC1CN(S(=O)(=O)c2ccc(C(=O)N(C)C3CCCCC3)cc2)CC(C)O1 (stereo unspecified)	-1	3	-1	-0.4	0.0	-4	1.0	-2	4	-2.7
OCCOCCn1c2ccccc2c2ccccc21	-2	5	-1	0.1	5.0	-3	2.5	-1	1	1.4
C=CCN1C(=O)c2ccc(C(=O)N(C)CC(=O)Nc3ccc(OCC)c(OCC)c3)cc2C1=O	-9	-2	-1	-0.2	0.1	-17	2.7	3	/	-1.1
CCOC(=O)/C(C#N)=C/C=C1/C=CC=CN1C	3	4	18	-0.7	2.4	-6	-0.2	2	-5	1.7

Shown as a markdown table: 3 of the compounds above.
| structure | Rtt109 HAT inh | Tat transport | Wnt bcat act | CAL PDZ FP | AddAB inh | PvdQ inh | phage Ecoli inh | DAGLB inhibitor | PfHsp90 yeast 2 | E coli growth |
| --- | --- | --- | --- | --- | --- | --- | --- | --- | --- | --- |
| CCC1(c2ccccc2)C(=O)NCNC1=O | 5 | 3 | -2 | 0.7 | 0.9 | -2 | 3.6 | 2 | 1 | 3.4 |
| CN(C)S(=O)(=O)c1cccc(NC(=O)COC(=O)/C=C/c2ccc(Br)o2)c1 | 5 | 7 | -4 | -0.6 | 0.1 | -6 | -1.9 | -1 | 2 | 0.3 |
| CCCCOc1ccc(/C=N/NC(=O)c2nnn(-c3nonc3N)c2C)cc1 | -9 | -1 | 0 | -2.4 | 2.9 | -16 | 0.3 | 1 | -2 | 1.2 |
